RAD54 branch = inhibitors of human RAD54 branch migration; RAD54 Holliday junction branch migration, FAM/BHQ fluorescence; inhibition, % at 10.4 µM; 360,000 tested, 0.14% active; AID 602329;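 active = mean normalized replicate activity at least 40 and at least half of replicates scoring 40 or more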;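 also: 0% = median of neutral control wells and 100% = median of positive control wells; inhibitors cause a drop in the FAM fluorescence signal; in these data hits start at about 50%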
Target sequence (Q92698 whole entry, looked up): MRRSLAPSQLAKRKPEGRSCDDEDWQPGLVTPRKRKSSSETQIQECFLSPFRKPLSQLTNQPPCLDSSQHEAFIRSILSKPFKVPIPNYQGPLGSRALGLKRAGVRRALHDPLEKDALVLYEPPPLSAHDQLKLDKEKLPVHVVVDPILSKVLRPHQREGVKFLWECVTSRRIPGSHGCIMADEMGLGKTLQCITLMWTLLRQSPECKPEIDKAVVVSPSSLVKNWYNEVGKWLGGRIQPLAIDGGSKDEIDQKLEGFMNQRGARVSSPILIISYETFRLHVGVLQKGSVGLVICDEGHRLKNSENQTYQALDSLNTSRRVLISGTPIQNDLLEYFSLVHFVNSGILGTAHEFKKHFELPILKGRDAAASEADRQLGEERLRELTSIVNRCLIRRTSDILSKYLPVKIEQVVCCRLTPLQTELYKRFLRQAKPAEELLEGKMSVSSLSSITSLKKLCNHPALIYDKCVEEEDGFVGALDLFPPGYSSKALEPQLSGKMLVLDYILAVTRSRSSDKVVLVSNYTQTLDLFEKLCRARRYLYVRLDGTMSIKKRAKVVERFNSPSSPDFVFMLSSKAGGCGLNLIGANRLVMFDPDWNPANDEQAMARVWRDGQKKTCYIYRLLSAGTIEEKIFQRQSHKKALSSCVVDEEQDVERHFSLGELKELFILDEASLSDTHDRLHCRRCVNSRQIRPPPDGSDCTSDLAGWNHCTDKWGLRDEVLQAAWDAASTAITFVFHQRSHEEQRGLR
XiGFP reactiv = reactivates the inactive X chromosome in mouse fibroblasts. activation, % at 7.58 µM. XiGFP mouse fibroblasts, % GFP-positive cells imaging, 3 d; cells co-treated with 5-aza-dC sensitizer; scaled so ellipticine positive control = 100%. 360,000 tested, 0.055% active;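 active = mean normalized replicate activation at least 10% and every replicate at or above 10%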;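 also: 0% = median of on-plate neutral control wells and 100% = ellipticine 6 µM median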
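Schedule: 3 d treatment, 15 min room-temperature fixation; system: 68-5-11 XiGFP fibroblast line; buffer or medium: DMEM plus 5-aza-dC sensitizer; control set: ellipticine 6 µM positive control; compound: one concentration, pinned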
esBAF inh = blocks esBAF chromatin remodeling in mouse ES cells; Bmi1-luciferase knock-in reporter, 24 h; 100% = twice the neutral-well signal; reporter increase, % at 12.5 µM; 350,000 tested, 2% active; AID 602393; in the data active = activation above about 40%;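 also: 0% = median of the plate's neutral control wells and 100% = double that signal; a rise in the Bmi1 reporter signal indicates esBAF inhibition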
ARNT-TACC3 inh = ARNT/TACC3 interaction disruption; inhibition, % at 9.99 µM; AlphaScreen His-ARNT PAS-B/GST-TACC3 binding, luminescence; TACC3 fragment carries E629A point mutation; 390,000 tested, 0.66% active; Q9Y6A5;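 active = mean inhibition of replicates at least 50% and at least half of replicates each reaching 50%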;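 also: 0% = complete ARNT plus TACC3 wells and 100% = ARNT alone without TACC3; many hits fall short of the cut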
INS-1E GSIS act = GLuc luminescence reporter in INS-1E cells, primary screen for activators of glucose-dependent secretion of insulin; INS-1E GLuc reporter insulin secretion, 2-3 h; activation, % at 16.6 µM; 370,000 tested, 0.61% active; AID 743287;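 active = lowest replicate activation of at least 40%, so every replicate reaches that level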;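 also: 0% = median of neutral control wells and 100% = median of IBMX positive control wells; some compounds called inactive have numbers as strong as hits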
The depositor's hits bear a star; / = not tested or not shown; & = joins results of further samples. Not all compounds are listed, so the mix of outcomes need not match the whole.

SMILES	RAD54 branch	XiGFP reactiv	esBAF inh	ARNT-TACC3 inh	INS-1E GSIS act
CC(=O)N1C2CN(C)CC1C2c1ccc(Br)cc1 (centres undefined)	/	0.4	/	/	-4
CCOc1ccc(N2C(=O)/C(=C/c3ccco3)C(=O)NC2=S)cc1	-14	/	-3	5	/
CCOC(=O)C1CN(C)CCC1=O (centres undefined)	-11	/	-8	-14	/
CN1C(=O)C(Cc2ccsc2)C(=O)N(C)C1=O	1	/	-3	11	/
CC(=NCc1ccc2c(c1)OCO2)c1c(O)[nH]c(=O)[nH]c1=O	-5	/	-9	0	/
CCCCn1c(N)c(C(=O)NCCN2CCOCC2)c2nc3ccccc3nc21	-1	/	-3	-21	/
c1cncc(CNC2=NCCCCC2)c1	-8	/	-4	-3	/
Cc1ccc(CN2CC3CC(C2)c2cccc(=O)n2C3)cc1 (centres undefined)	-9	/	-5	-28	/
CCCc1[nH]nc2c1C1(C(=O)N(Cc3ccccc3)c3ccccc31)C(C(=O)OC)=C(N)O2 (centres undefined)	-5	/	8	6	/
CN1C(=O)C(=Cc2cn(CC(=O)N3CCCCC3)c3ccccc23)C(=O)N(C)C1=O	7	/	5	4	/
O=C1NC(=O)C(CCc2ccncc2)(Cc2ccc3c(c2)OCO3)C(=O)N1CCc1ccccc1 (centres undefined)	-2	/	-4	32	/
CC1(C)CC[C@]2(C)CC[C@]3(C)C4C[C@@H]5OO[C@@]6(O5)C(CCCC6(C)C)[C@]4(C)CC[C@@]3(C)C2C1 (some centres undefined)	4	/	8	-2	/
CC(C)Sc1nnc([C@@H](N)Cc2c[nH]c3ccccc23)o1	1	/	9	2	/
CN1CC(C(=O)c2ccccc2)C(C(=O)c2ccccc2)C1 (centres undefined)	3	/	57*	-3	/
CC(=Nc1ccc2c(c1)CCC2)c1c(O)n(C)c(=O)n(C)c1=O	1	/	-4	-2	/
Cn1c(O)c(C=NCCc2c[nH]c3ccccc23)c(=O)n(C)c1=O	0	/	-5	-2	/
CCCN1CC(C)C(OC(C)=O)(c2ccccc2)CC1C (centres undefined)	-3	/	-2	0	/
Cc1cc(N2CCOCC2)nc2ccc(NC(=O)CCC(=O)N3CCC4(CC3)OCCO4)cc12	5	/	16	1	/
CCCS(=O)(=O)N1CCC(C(=O)N2CCC3(CC2)OCCO3)CC1	-5	/	-1	-7	/
CC#CP(=O)(OCC)C(O)(c1ccccc1)C(F)(F)F (centres undefined)	5	/	-7	3	/

Taken from the results shown (five entries):
SMILES	RAD54 branch	XiGFP reactiv	esBAF inh	ARNT-TACC3 inh	INS-1E GSIS act
Cn1c(O)c(C=NCCc2c[nH]c3ccccc23)c(=O)n(C)c1=O	0	/	-5	-2	/
CCCN1CC(C)C(OC(C)=O)(c2ccccc2)CC1C (centres undefined)	-3	/	-2	0	/
Cc1cc(N2CCOCC2)nc2ccc(NC(=O)CCC(=O)N3CCC4(CC3)OCCO4)cc12	5	/	16	1	/
CCCS(=O)(=O)N1CCC(C(=O)N2CCC3(CC2)OCCO3)CC1	-5	/	-1	-7	/
CC#CP(=O)(OCC)C(O)(c1ccccc1)C(F)(F)F (centres undefined)	5	/	-7	3	/

Returning to the listing, starting 5 compounds before the break.
SMILES	RAD54 branch	XiGFP reactiv	esBAF inh	ARNT-TACC3 inh	INS-1E GSIS act
Cn1c(O)c(C=NCCc2c[nH]c3ccccc23)c(=O)n(C)c1=O	0	/	-5	-2	/
CCCN1CC(C)C(OC(C)=O)(c2ccccc2)CC1C (centres undefined)	-3	/	-2	0	/
Cc1cc(N2CCOCC2)nc2ccc(NC(=O)CCC(=O)N3CCC4(CC3)OCCO4)cc12	5	/	16	1	/
CCCS(=O)(=O)N1CCC(C(=O)N2CCC3(CC2)OCCO3)CC1	-5	/	-1	-7	/
CC#CP(=O)(OCC)C(O)(c1ccccc1)C(F)(F)F (centres undefined)	5	/	-7	3	/
CC(O)(CS(=O)(=O)c1ccccc1)C(=O)Nc1ccc(C(F)(F)F)cc1 (centres undefined)	5	/	1	-9	/
CCOC(=O)N(C)c1ccc(C(O)(C(=O)OC)C(F)(F)F)cc1 (centres undefined)	-8	/	3	-2	/
CCCCCCN=Cc1c(O)n(C)c(=O)n(C)c1=O	-4	/	-2	-5	/
CC1=C(C(=O)N2CCC3(CC2)OCCO3)C2(CCC(C)CC2)OC1=O (centres undefined)	-6	/	8	-5	/
N[C@@H](Cc1c[nH]c2ccccc12)c1nnc(SCc2ccccc2F)o1	4	/	9	1	/
CN(C)CCN=Cc1c(O)n(CCC2=CCCCC2)c(=O)[nH]c1=O	3	/	-4	-5	/
Cc1ccc(-n2c(O)c(C=NCCN3CCOCC3)c(=O)[nH]c2=O)cc1	2	/	-4	-5	/
O=C1/C(=C/c2ccccc2)C[C@@]2(O)[C@H]3Cc4ccc(O)c5c4[C@@]2(CCN3CC2CC2)C1O5 (some centres undefined)	3	/	54*	3	/
O=c1[nH]c(=O)n(Cc2ccccc2)c(O)c1C=NCCCn1ccnc1	-2	/	-10	6	/
Cc1nc2c(-c3ccccc3)c(C)nn2c(C)c1CCC(=O)N1CCC2(CC1)OCCO2	-8	/	-3	1	/
C=CCOc1ccc(CC2C(=O)N(C)C(=O)N(C)C2=O)cc1	-9	/	-12	4	/
Cc1nc2c(c(C)nn2-c2ccccc2)c(C)c1CCC(=O)N1CCC2(CC1)OCCO2	2	/	55*	3	/
CC1CN(c2ccc([N+](=O)[O-])c3cccnc23)CC(C)N1 (centres undefined)	32	/	1	59*	/
CC1(C)C(c2ccccc2)=NC(c2cccnc2)N1O (centres undefined)	-8	/	4	6	/
C/C(CCc1c[nH]c2ccccc12)=N\O	-10	/	15	1	/
CCC(=O)CC(c1ccc([N+](=O)[O-])cc1)c1c(O)c2ccccc2oc1=O (centres undefined)	10	/	-3	-3	/
C=C(C)c1cccc(C(C)(C)NC(=O)NC2CN3CCC2CC3)c1 (centres undefined)	10	/	-1	-16	/
COc1cccc(OC)c1C(=O)Nc1nc(N)n(-c2ccccc2)n1	-2	/	11	3	/
CN1C(=O)C(C2c3ccccc3C(=O)N2Cc2ccc([N+](=O)[O-])cc2)C(=O)N(C)C1=O (centres undefined)	-15	/	-8	-14	/
CC(C(=O)Nc1ccc(Br)cc1C(=O)c1ccccc1)N1CCOCC1 (centres undefined)	-2	/	6	1	/
Cc1cc(C)cc(N2C(=O)NC(=O)/C(=C\c3cccn3-c3ccc(Cl)cc3)C2=O)c1	-6	/	11	19	/
CC(=NCc1cccnc1)c1c(O)n(Cc2ccccc2)c(=O)[nH]c1=O	-1	/	1	-4	/
CCn1c(C)c(C(=O)O)c2cc(OC)ccc21	3	/	-4	-3	/
O=C(COc1ccc(S(=O)(=O)N2CCCCC2)cc1)N1CCN(Cc2ccccc2)CC1	1	/	-6	0	/
OCCN(CC#CC(O)(c1ccccc1)C1CCCC1)CCO (centres undefined)	-7	/	10	-13	/
O=C(c1ccco1)c1cn(Cc2ccc(Cl)cc2)c2ccccc12	-16	/	27	-31	/
O=c1[nH]c(=S)n(Cc2ccc(F)cc2)c(O)c1C=NCc1cccnc1	-6	/	-8	-3	/
O=c1[nH]c(=O)n(-c2cccc(Cl)c2)c(O)c1C=NCCCN1CCOCC1	0	/	-4	-4	/
O=C(c1ccncc1)C12CN3CN(CN(C3)C1)C2	10	/	3	-2	/
COc1ccc(OC)c(CC(=O)O)c1	-3	/	-10	3	/
CC1(C)CC(=O)C(C=NCCN2CCN(C(=O)Cc3ccc(Cl)cc3)CC2)=C(O)C1	4	/	-7	-11	/
CC(=O)OC(C)(C)/C=C/C(=O)[C@](C)(O)C1[C@H](O)C[C@@]2(C)C3CC=C4C(C[C@H](O)C(=O)C4(C)C)[C@]3(C)C(=O)C[C@]12C (some centres undefined)	-7&-3	/	-1	-7&9	/
Cc1ccccc1-n1c(O)c(C=NCCN2CCOCC2)c(=O)[nH]c1=O	-6	/	-5	-7	/
O=C(Oc1c(Cl)cc(Cl)c2ccccc12)N1CCCCC1	-11	/	29	12	/
CCCCn1c(=O)c(C(=O)Nc2ccccc2C)c(O)c2ccccc21	-3	/	1	3	/
Cc1ccc2cc3cc(C(=O)N4CCC5(CC4)OCCO5)oc3nc2c1	-4	/	10	-4	/
Cc1ccccc1C(O)(Cc1ccccc1)C1CN2CCC1CC2 (centres undefined)	4	/	-2	-2	/
CCc1cccc2c(C#N)cn(CC(=O)N3CCOCC3)c12	1	/	-5	-1	/
COc1cccc(-c2nc(CS(=O)CC(=O)N3CCC4(CC3)OCCO4)c(C)o2)c1 (centres undefined)	0	/	5	-19	/
COc1ccc(OC)c(CN2CCN(C(=O)COc3cccc(C)c3)CC2)c1	11	/	13	4	/
CC(C)OC12Oc3ccccc3C=C1N1CCC2CC1 (centres undefined)	-5	/	-8	-3	/
CC(=NCCCN1CCOCC1)c1c(O)[nH]c(=O)[nH]c1=O	5	/	1	4	/
c1cc2c(cc1CCNC1C3CC4CC(C3)CC1C4)OCO2 (centres undefined)	-2	/	-1	-7	/
Cn1ncnc2c(=O)n(C)c(=O)nc1-2	72*	/	-83	39	/
Cc1c(C(=O)N2CCC3(CC2)OCCO3)sc2ncnc(N3CCN(c4ccccn4)CC3)c12	-12	/	5	-5	/
CCOc1ccccc1-n1c(O)c(C=NCc2ccc3c(c2)OCO3)c(=O)[nH]c1=O	15	/	-9	-4	/
COc1ccccc1N(CC(=O)NC1CCCCC1)C(=O)c1cnn(C(C)C)c1	-2	/	-7	-4	/
CCCNS(=O)(=O)c1ccc(OCC(=O)N2CCN(C)CC2)cc1	-9	/	-6	-1	/
Cc1ccc(C)c(NC(=O)CSc2nnc([C@@H](N)Cc3c[nH]c4ccccc34)o2)c1	-7	/	-11	4	/
C=CCN1C(=O)C2(C(C(=O)OCC)=C(N)Oc3c2c(=O)oc2ccccc32)c2ccccc21 (centres undefined)	-9	/	5	-2	/
CCCS(=O)(=O)N1CCCC(C(=O)N2CCC3(CC2)OCCO3)C1 (centres undefined)	2	/	5	-10	/
c1ccc(C2N3CCCN23)cc1 (centres undefined)	10	/	-7	0	/
CC(C)=CCC12CN3CCN(CC(C3)C1=O)C2	-9	/	0	1	/
COC(=O)C1=C(c2ccc(F)cc2F)C[C@@H]2CC[C@H]1N2C(=O)NC1CC1	8	/	-4	-4	/
Cn1c(O)c(C=NCCCN2CCCC2=O)c(=O)n(C)c1=O	1	/	-18	-6	/
CCN(CC)CCCN=Cc1c(O)n(-c2cccc(C)c2C)c(=O)[nH]c1=O	-18	/	-1	-40	/

Screening data (PubChem BioAssay)
